Bioassay records from PubChem.
Cneo AK release = Cryptococcus neoformans cell lysis inducers, primary screen, AK release luminescence, single concentration. C. neoformans lysis, adenylate kinase release luminescence, 4 h; normalised: neutral wells 0, clomiphene wells 100. actives 0.2% (n = 360,000). lysis activity, % at 15 µM;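 active = mean lysis activity across replicates of at least 80%, whatever share of replicates individually reach that level; inactive = mean lysis activity below 80%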
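Material – log-phase Cryptococcus neoformans yeast cells · Input – 5 × 10^6 yeast cells/mL · Medium – fresh YPD growth medium · Doses – single compound concentration per well · Timing – static 4 h at 37 °C with compound, 1 h detection · Detection – adenylate kinase release luminescence · Read-out – signal increase indicating cell lysis · Control set – Clomiphene as positive lysis control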
PGC1a acetyl inh = inhibitors of PGC1a acetylation signal, primary screen, cell-based, U2OS, AlphaScreen, inhibitor mode. AlphaScreen anti-acetyl-lysine; with virally co-expressed GCN5 acetyltransferase. actives 0.17% (n = 350,000). inhibition, % at 15.6 µM;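 active = every replicate shows inhibition of at least 40%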;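 note: 0% = neutral control wells and 100% = positive control wells; some results beyond the cut were filed as inactive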
Starred values were filed as active, the others as inactive. Not all compounds are listed; count on the stated rates, not on these rows.

SMILES	Cneo AK release	PGC1a acetyl inh
CC(C)C[C@@H]1NC(=O)N(CCN2CCOCC2)C1=O	1	-9
CC(C)(C)n1cnc2cc(NS(=O)(=O)c3ccccc3)ccc21	0	-12
COc1ccccc1N1C(=O)C2C3C=CC(C3)C2(C)C1=O (centres undefined)	-2	-4
COC(=O)CN1C(=O)C(O)(CC(=O)c2ccccc2)c2ccccc21 (centres undefined)	-11	8
CCN1CCN(c2cc(C)c3cc(NC(=O)Cc4ccccc4OC)ccc3n2)CC1	-2	-13
CCCc1nnc(SCc2ccc(OC)cc2)n1N	-2	10
Cc1ccc(OCC(=O)NC2CCCC2)c(C)c1	3	0
CC1CN=C(N(C(=O)Nc2ccccc2)c2ccc(S(=O)(=O)N3CCOCC3)cc2)S1 (centres undefined)	8	19
CCOC(=O)C(C)n1cnc2sc(C)c(C)c2c1=O (centres undefined)	-1	-12
Cc1cc(C)n2nc(C(=O)Nc3ccc4c(c3)OCO4)nc2n1	1	11
Cc1nc(SCC(=O)c2cccs2)c2oc3ccccc3c2n1	1	-5
O=C(c1ccccc1)c1ccc2ccccc2n1	1	5
O=C1CC(=O)N(CCNc2ncc(C(F)(F)F)cc2Cl)C(=O)N1	2	2
O=C(COc1ncnc2c(Cl)cc(Cl)cc12)N1CCN(S(=O)(=O)c2ccccc2)CC1	1	7
CN1CCN(C(=O)c2c(O)c3cccc4c3n(c2=O)CCC4)CC1	2	-6
O=[N+]([O-])c1cccc(-c2nnc3c4ccccc4c4ccccc4n23)c1	1	-8
CCCOC(=O)/C(=C\c1ccc([N+](=O)[O-])o1)NC(=O)c1ccccc1	2	-32
O=c1c2ccccc2nnn1CSc1nnc(-c2ccc3c(c2)OCO3)o1	-1	7
Cc1ccc(-c2noc(CCC(=O)NCCCN3CCN(c4ccc(F)cc4)CC3)n2)cc1	2	-18
O=C(c1ccc(Cl)cc1)N(Cc1cccs1)C1CCS(=O)(=O)C1 (centres undefined)	-2	11

The list goes on; the last 2 above are carried over.
SMILES	Cneo AK release	PGC1a acetyl inh
Cc1ccc(-c2noc(CCC(=O)NCCCN3CCN(c4ccc(F)cc4)CC3)n2)cc1	2	-18
O=C(c1ccc(Cl)cc1)N(Cc1cccs1)C1CCS(=O)(=O)C1 (centres undefined)	-2	11
Cc1ccc(-c2nn[nH]n2)cc1	-1	-2
Cc1ccc(-c2nnc(N3CCN(c4ccccn4)CC3)c3ccccc23)cc1	16	-21
CC(=O)OC(C(=O)NCCc1ccccc1)c1cccnc1 (centres undefined)	0	7
O=c1cc2c(nn1Cc1c(Cl)cccc1Cl)-c1ccccc1CC2	-2	-2
C=CCn1c(SCC(=O)c2[nH]c(C)c(C(C)=O)c2C)nnc1-c1ccncc1	1	11
O=C(CNC(=O)/C(=C\c1ccccc1)NC(=O)c1ccc(Br)cc1)OCc1ccccc1	1	1
CCOc1cc(C2c3c(n[nH]c3C)C(=O)N2c2ccc(Br)cc2)ccc1O (centres undefined)	4	22
O=c1c2ccccc2n2cnnc2n1-c1ccccc1	0	4
c1ccc(-c2nccc(-c3ccc(-n4cnc5ccccc54)cc3)n2)nc1	-2	11
CCn1cc(C(=O)NCc2ccc(C)o2)c2cc(OC)c(OC)cc2c1=O	-3	-3
CN(C(=O)c1ccncc1)c1nnc(-c2cccnc2)s1	0	0
CC(C)N=C(Nc1ccc(Cl)cc1)c1cccnc1	-2	-5
O=C(CSc1nnc(-c2ccco2)n1Cc1ccco1)N1CCOCC1	4	15
c1ccc(-c2ccccc2-c2nc(-c3ccncc3)no2)cc1	1	-8
COc1ccccc1C#Cc1ccc([C@H]2[C@@H](CO)N3CCCCN(C(=O)C4CCCC4)C[C@H]23)cc1	4	-14
CCOC(=O)C(NCc1ccccc1OC)(NC(=O)c1ccccc1)C(F)(F)F (centres undefined)	-1	-13
Cc1ccc(-c2nc3ncccc3o2)cc1NC(=O)c1ccco1	19	-12
CCC(=O)N(CCC(Cc1ccccc1)c1ccc2c(c1)OCO2)Cc1ccccc1F (centres undefined)	-7	-4
COc1ccccc1-c1n[nH]c(=S)n1-c1ccccc1	0	2
Cc1ccc(-c2nn(CC(=O)NCc3cc(-c4nn(C)c(=O)c5ccccc45)ccc3C)c(=O)c3ccccc23)cc1	0	-13
CS(=O)(=O)c1ccc(Cl)c(NC(=O)COC(=O)CNC(=O)c2ccc(Br)o2)c1	-1	13
CC(C)NC(=O)c1cc2c(C(F)(F)F)nn(C)c2s1	5	2
CCN(CC)S(=O)(=O)c1ccc2c(c1)nc(SCC(=O)NC1CC1)n2-c1ccccc1OC	1	-7
O=C(Nc1ccc2ccccc2c1)Nc1ccc2snnc2c1	-2	-9
COc1ccc(C(=O)NNC(=S)NC(=O)c2cc(-c3ccccc3)nc3ccccc23)cc1	-1	10
NC(=O)C1CCN(C(=O)Cn2cccc2C(=O)c2ccccc2)CC1	-1	0
COc1ccc(C2C3=C(N=C4SCC(=O)N42)c2ccccc2CC3)cc1 (centres undefined)	2	3
COC(=O)c1cccc(N(C(=O)c2ccco2)C(C(=O)NC2CCCC2)c2ccco2)c1 (centres undefined)	0	3
C=CCNC(=O)c1c(-c2c(F)cccc2Cl)noc1C	-2	-6
O=C(NC(C(=O)c1ccccc1)N1CCOCC1)c1ccccc1 (centres undefined)	2	21
O=C(Nc1cc(Cl)ccc1O)c1cc2n(n1)C(C(F)(F)F)CC(c1ccc3c(c1)OCO3)N2 (centres undefined)	-2	3
COc1cccc(OC)c1C(=O)Nc1ccc(S(=O)(=O)Nc2cc(C)nc(C)n2)cc1	1	-1
Cc1noc(C)c1CSc1nc2ccccc2nc1NS(=O)(=O)c1ccc(Cl)cc1	-14	4
CC1=NN(S(=O)(=O)c2ccc(F)cc2)C(=O)c2ccccc2O1	1	0
Nc1nonc1-n1nnc(C(=O)c2ccccc2)c1-c1ccccc1	-6	3
FCCCOc1ccc(-c2nccc(-c3ccc(Cl)cc3)n2)cc1	0	3
CCN(CC)c1ccc(NC(=O)COC(=O)CCC(=O)c2ccc(F)cc2)cc1	15	7
O=C(OCC(=O)N1CCCc2ccccc21)c1ccc(Br)o1	-2	-5
CCOC(=O)C(=O)/C(C#N)=C/Nc1ccc(F)cc1	2	-5
COc1cc(NC(=O)CSc2nnc(C)s2)cc(OC)c1	4	1
CC(C)Oc1cccc(C(=O)NC(=S)N2CCN(c3ccc(C(F)(F)F)cc3[N+](=O)[O-])CC2)c1	0	-1
CCc1c(C(=O)OC)nnc2cc(C)nn12	1	6
CCN1C(=O)CS/C1=N\c1nccs1	2	17
Cc1ccc(O)c(NC(=O)c2cccc(S(=O)(=O)N3CCCCC3)c2)c1	0	-36
COC(=O)CNC(=O)c1ccccc1C	-1	-4
Cc1[nH]nc2c1C1(CCN(Cc3ccccc3)CC1)C(C#N)=C(N)O2	-2	-8
CCCN(CCC)C(=O)Cn1c(=O)n(CCCCC(=O)NCc2ccco2)c(=O)c2ccccc21	-2	-12
O=C(O)CCC(=O)N1CCN(c2nc3ccccc3s2)CC1	0	34
CCCc1cc(NCC2CCCO2)n2c(nc3ccccc32)c1C#N (centres undefined)	-1	-11
COc1ccc(CCn2c(-c3ccco3)nc3ccccc3c2=O)cc1OC	6	2
COc1cc(C2C(C#N)=C(N)N(c3sc4c(c3C#N)CCCC4)C3=C2C(=O)CC(C)(C)C3)cc(OC)c1OC (centres undefined)	0	-1
COc1ccc(CCN/C=C2/CC(=O)NC2=O)cc1OC	3	-8
Cc1ccc(OCCCN(C)C)c(Br)c1	8	4
CCOc1cc(NC2CS(=O)(=O)CC2O)c(OCC)cc1NC(=O)c1ccccc1 (centres undefined)	-6	-4
CCS(=O)(=O)N1CCCC(C(=O)NC2CCCCC2)C1 (centres undefined)	0	11
COc1ccccc1NC(=O)c1ccc(CN(c2cc(Cl)ccc2C)S(=O)(=O)c2ccccc2)cc1	5	6
O=C(Nc1ccccc1)N1CCCCC1c1cccnc1 (centres undefined)	5	4
CCCn1nc(C(=O)N2CC(=O)Nc3ccccc32)c2ccccc2c1=O	0	-4
NC(=O)Cn1c(S(=O)(=O)Cc2ccccc2)nc2ccccc21	-5	0
CSC1=NCCN1C(=O)c1c(F)cccc1F	0	-9

23 compounds already listed, ordered by formula weight, low to high.
SMILES	Cneo AK release	PGC1a acetyl inh
COC(=O)CNC(=O)c1ccccc1C	-1	-4
CCN1C(=O)CS/C1=N\c1nccs1	2	17
CSC1=NCCN1C(=O)c1c(F)cccc1F	0	-9
CCOC(=O)C(=O)/C(C#N)=C/Nc1ccc(F)cc1	2	-5
Cc1ccc(OCCCN(C)C)c(Br)c1	8	4
O=C(Nc1ccccc1)N1CCCCC1c1cccnc1 (centres undefined)	5	4
COc1ccc(CCN/C=C2/CC(=O)NC2=O)cc1OC	3	-8
CCS(=O)(=O)N1CCCC(C(=O)NC2CCCCC2)C1 (centres undefined)	0	11
O=C(O)CCC(=O)N1CCN(c2nc3ccccc3s2)CC1	0	34
COc1cc(NC(=O)CSc2nnc(C)s2)cc(OC)c1	4	1
NC(=O)Cn1c(S(=O)(=O)Cc2ccccc2)nc2ccccc21	-5	0
Nc1nonc1-n1nnc(C(=O)c2ccccc2)c1-c1ccccc1	-6	3
CCCc1cc(NCC2CCCO2)n2c(nc3ccccc32)c1C#N (centres undefined)	-1	-11
Cc1[nH]nc2c1C1(CCN(Cc3ccccc3)CC1)C(C#N)=C(N)O2	-2	-8
FCCCOc1ccc(-c2nccc(-c3ccc(Cl)cc3)n2)cc1	0	3
CCCn1nc(C(=O)N2CC(=O)Nc3ccccc32)c2ccccc2c1=O	0	-4
Cc1ccc(O)c(NC(=O)c2cccc(S(=O)(=O)N3CCCCC3)c2)c1	0	-36
COc1ccc(CCn2c(-c3ccco3)nc3ccccc3c2=O)cc1OC	6	2
CCN(CC)c1ccc(NC(=O)COC(=O)CCC(=O)c2ccc(F)cc2)cc1	15	7
CCOc1cc(NC2CS(=O)(=O)CC2O)c(OCC)cc1NC(=O)c1ccccc1 (centres undefined)	-6	-4
CCCN(CCC)C(=O)Cn1c(=O)n(CCCCC(=O)NCc2ccco2)c(=O)c2ccccc21	-2	-12
CC(C)Oc1cccc(C(=O)NC(=S)N2CCN(c3ccc(C(F)(F)F)cc3[N+](=O)[O-])CC2)c1	0	-1
COc1ccccc1NC(=O)c1ccc(CN(c2cc(Cl)ccc2C)S(=O)(=O)c2ccccc2)cc1	5	6

(list continues)
SMILES	Cneo AK release	PGC1a acetyl inh
O=C(CN1CCCCC1)N1c2ccccc2Sc2ccc(C(F)(F)F)cc21	0	-7
CN(C)/C=N/c1ncc(C(=O)c2ccccc2)s1	0	-4
CCCCn1c(NCc2ccccc2NS(=O)(=O)c2ccc(C)cc2)nc2ccccc21	1	-20
C=CCn1c(COc2cccc3ccc(C)nc23)nnc1SCC(=O)OC	3	-2
Cc1nn(CC(O)CN2c3ccccc3Sc3ccccc32)c(C)c1Br (centres undefined)	0	0
CCC(NC(=O)c1cccc(Cn2cc([N+](=O)[O-])cn2)c1)c1ccc(C(C)C)cc1 (centres undefined)	2	-27
CCOC(=O)c1c(NC(=O)Cn2nnc(-c3ccc(Cl)cc3)n2)sc(C)c1C	1	1
CC(C)N(C(=O)CSc1nnc(CNc2ccc(F)cc2)o1)C(C)C	-7	-8
COc1ccc(/C=N/NC(=O)c2nc(-c3ccccc3)cc(-c3ccccc3)n2)cc1	-13	2
O=C(O)Cn1cc(C(=O)c2ccco2)c2ccccc21	0	4
Cc1[nH]c2ccccc2c1C(c1ccccn1)c1c(C)[nH]c2ccccc12	-1	-17
O=C(Nc1ccc(/C=C/c2nc3ccccc3o2)cc1)c1cccc(C(F)(F)F)c1	0	-13
CCCCN(C(=O)CNC(=O)c1cccs1)C(C(=O)NC1CCCCC1)c1cccnc1 (centres undefined)	-10	-2
CNc1nnc(-c2cccc(N(C)C)c2)s1	0	-9
CSc1ccc(-c2sc(Nc3ccccc3)n[n+]2-c2ccc(F)cc2)cc1	3	-33
CCN(CC)C(=O)c1sc(NC(=O)Cc2ccccc2)c(C#N)c1C	1	-33
C=CCn1c(COc2ccc(Cl)cc2)nnc1SCC(=O)N/N=C/c1ccccc1	3	4
CC1(C)Oc2ccc3ccc(=O)oc3c2/C(=C/NC2CCCCC2)C1=O	0	-20
Cc1ccc(-c2nnc(SCc3nc(N)nc(Nc4ccccc4C)n3)n2N)cc1	0	-12
O=c1n(Cc2ccccc2)c2cc(Cl)cnc2n1Cc1ccccc1	-3	3
Cc1cnn(-c2ccc3nnc(-c4ccc(Br)cc4)n3n2)c1	3	7
Cc1cccc(C)c1NC(=O)CSc1nnc(C)n1-c1ccccc1	8	0
CN(c1ccc(C(=O)N2CCc3ccccc3C2)cc1)S(C)(=O)=O	-2	-5
CCCN(CC(=O)Nc1c(C)cccc1CC)C(=O)SCC	-7	-19
N#CC1=C(N)Oc2c(ccc3cccnc23)C1c1cccnc1 (centres undefined)	-1	13
Cc1ccc(SCC(=O)N(Cc2nc(-c3ccccc3)no2)C(C)C)cc1	-1	-4
COc1cccc(-c2nc(N3CCCCC3C)c3ccccc3n2)c1O (centres undefined)	-3	-10
Cn1c(SCC(=O)NC2CC2)nnc1-c1cccc(NC(=O)c2ccccc2F)c1	1	11
CC[n+]1c(P(=O)([O-])c2ccccc2)[nH]c2ccccc21	-1	4
Cc1cc(C)n(C(=O)CNC(=O)c2ccc3c(c2)OCCO3)n1	11	7
O=c1c2ccccc2nc(COc2ccccc2)n1/N=C/c1ccco1	-2	9
CC1(C)C2CCC1(C)C(OC(=O)CCn1ccnc1)C2 (centres undefined)	3	-9
